High-throughput results deposited in PubChem by Broad Institute.
TcdB GH inh: TcdB glycohydrolase inhibition; TcdB glycohydrolase enzymatic assay, plate reader; inhibition, % at 9.99 µM; 0.24% of 350,000 active; in the data active means inhibition above about 10%
* = called active by the depositor.

SMILES	TcdB GH inh
O=C(N[C@H]1CC[C@@H](CCNC(=O)C2CCC2)O[C@@H]1CO)c1ccncc1	0.4
CNC[C@H]1Oc2ccc(NC(=O)CCCN(C)C)cc2C(=O)N([C@@H](C)CO)C[C@H]1C	-2.9
C[C@@H]1CN([C@@H](C)CO)C(=O)c2cccc(NC(=O)c3cnccn3)c2O[C@H]1CN(C)S(=O)(=O)c1cccs1	0.9
CC(C)NC(=O)N(C)C[C@H]1Oc2ccc(NC(=O)CCCCCC(=O)Nc3ccccc3N)cc2C(=O)N([C@@H](C)CO)C[C@H]1C	0.9
Cc1ccccc1-c1cnc2c(c1)C(=O)N([C@@H](C)CO)C[C@@H](C)[C@H](CN(C)Cc1cccnc1)O2	0.6
CCCC#Cc1ccc2c(c1)O[C@@H](CN(C)C(=O)NC(C)C)[C@H](C)CN([C@H](C)CO)S2(=O)=O	0.7
O=C(C[C@H]1CC[C@@H]2[C@H](COC[C@H](O)CN2S(=O)(=O)c2ccc(F)cc2)O1)NCc1ccc(Cl)c(Cl)c1	0.5
C[C@H](CO)N1C[C@H](C)[C@@H](CN(C)C(=O)Nc2cccc(F)c2)OCc2cnnn2CCCC1=O	0.2
CN(C)C(=O)[C@@H]1[C@@H](CO)[C@@H]2Cn3c(ccc(C4=CCCCC4)c3=O)[C@H]1N2C	0.4
C[C@H]1CN([C@@H](C)CO)C(=O)c2cccc(NC(=O)C3CC3)c2O[C@@H]1CN(C)C(=O)Nc1ccc(F)cc1	0.2

Looked up by structure from above:
SMILES	TcdB GH inh
CC(C)NC(=O)N(C)C[C@H]1Oc2ccc(NC(=O)CCCCCC(=O)Nc3ccccc3N)cc2C(=O)N([C@@H](C)CO)C[C@H]1C	0.9
C[C@H]1CN([C@@H](C)CO)C(=O)c2cccc(NC(=O)C3CC3)c2O[C@@H]1CN(C)C(=O)Nc1ccc(F)cc1	0.2
CCCC#Cc1ccc2c(c1)O[C@@H](CN(C)C(=O)NC(C)C)[C@H](C)CN([C@H](C)CO)S2(=O)=O	0.7
CN(C)C(=O)[C@@H]1[C@@H](CO)[C@@H]2Cn3c(ccc(C4=CCCCC4)c3=O)[C@H]1N2C	0.4

Following part.
SMILES	TcdB GH inh
Cc1cc(C(=O)Nc2cccc3c2O[C@@H](CN(C)Cc2ccc(-c4ccccc4)cc2)[C@@H](C)CN([C@@H](C)CO)C3=O)n(C)n1	-1.1
CC(C)(C)OC(=O)N1CCC[C@@H]1C(=O)N1CCC[C@@H]1C(=O)NCc1ccccc1	-0.2
CN1CCCCN2[C@H](CO)[C@@H](c3ccc(-c4cccnc4)cc3)[C@H]2C1	-1.0
CN(C)CC(=O)N1CCCCN2[C@H](CO)[C@H](c3ccc(/C=C/c4ccccc4)cc3)[C@H]2C1	0.8
C[C@@H]1CN([C@H](C)CO)C(=O)c2cc(NC(=O)Cc3cn(C)c4ccccc34)ccc2O[C@H]1CN(C)C(=O)Nc1ccc(F)cc1	-1.0
COc1ccc(NC(=O)N2CCCCN3[C@H](CO)[C@@H](c4ccc(C5=CCCCC5)cc4)[C@H]3C2)cc1	1.0
Cn1cnc(S(=O)(=O)N[C@@H]2CC[C@H](CC(=O)N3CCN(c4ccccc4)CC3)O[C@@H]2CO)c1	0.3
COCC(=O)N[C@H]1C=C[C@H](CC(=O)NCc2ccccc2OC)O[C@@H]1CO	-1.9
O=C(c1ccccc1)N1CC2(C1)[C@@H](c1ccccc1)[C@@H](CO)N2Cc1ccccn1	0.2
CNC(=O)C[C@H]1CC[C@H]2[C@@H](COC[C@@H](O)CN2C(=O)c2ccccn2)O1	-0.2

Structural class: the entries above with sulfur (4)
SMILES	TcdB GH inh
C[C@@H]1CN([C@@H](C)CO)C(=O)c2cccc(NC(=O)c3cnccn3)c2O[C@H]1CN(C)S(=O)(=O)c1cccs1	0.9
CCCC#Cc1ccc2c(c1)O[C@@H](CN(C)C(=O)NC(C)C)[C@H](C)CN([C@H](C)CO)S2(=O)=O	0.7
O=C(C[C@H]1CC[C@@H]2[C@H](COC[C@H](O)CN2S(=O)(=O)c2ccc(F)cc2)O1)NCc1ccc(Cl)c(Cl)c1	0.5
Cn1cnc(S(=O)(=O)N[C@@H]2CC[C@H](CC(=O)N3CCN(c4ccccc4)CC3)O[C@@H]2CO)c1	0.3

Going on with the list.
SMILES	TcdB GH inh
O=C(C[C@H]1CC[C@H](NC(=O)C2CCOCC2)[C@H](CO)O1)Nc1nccs1	0.5
O=C(NC1CCCC1)[C@H]1[C@H](CO)[C@H]2Cn3c(cccc3=O)[C@@H]1N2Cc1cc(F)ccc1F	-6.4
C[C@H]1CCCCO[C@@H](CN(C)C(=O)c2ccncc2)[C@@H](C)CN([C@@H](C)CO)C(=O)c2cc(NS(C)(=O)=O)ccc2O1	-0.5
CCNC(=O)[C@H]1[C@H](CO)[C@H]2Cn3c(ccc(-c4ccccc4F)c3=O)[C@H]2N1C	0.5
C[C@H](CO)N1C[C@H](C)[C@@H](CN(C)C(=O)NC2CCCCC2)Oc2ccc(N(C)C)cc2CC1=O	-19.5
COc1ccc(S(=O)(=O)Nc2cccc3c2O[C@H](CN(C)C(=O)Nc2ccc4c(c2)OCO4)[C@H](C)CN([C@H](C)CO)C3=O)cc1	1.1
C[C@H]1CN([C@@H](C)CO)C(=O)c2cccc(N(C)C)c2O[C@@H]1CN(C)Cc1ccc2c(c1)OCO2	0.9
C[C@H]1CN([C@@H](C)CO)C(=O)Cc2cc(NS(=O)(=O)c3ccccc3)ccc2O[C@H]1CN(C)Cc1ccc(Oc2ccccc2)cc1	0.7
CO[C@@H]1CN(C)C(=O)c2ccc(NS(C)(=O)=O)cc2OC[C@@H](C)N(CC2CCOCC2)C[C@@H]1C	-0.6
O=C(C[C@@H]1C=C[C@H](NC(=O)Nc2ccccc2F)[C@@H](CO)O1)NCc1ccc(Cl)cc1	2.0
C[C@H]1CN([C@@H](C)CO)C(=O)c2cc(-c3cncnc3)cnc2O[C@@H]1CN(C)Cc1ccccc1	-0.5
COCCNC(=O)C[C@@H]1CC[C@H]2[C@@H](COC[C@H](O)CN2C(=O)Nc2ccccc2OC)O1	1.0
C/C=C/c1ccc([C@H]2[C@@H](CO)N[C@@H]2CN(CC)C(=O)c2ccccn2)cc1	-1.1
O=C(Nc1ccccc1)[C@@H]1[C@@H](CO)[C@@H]2Cn3c(cccc3=O)[C@@H]2N1C(=O)C1CCC1	0.5
C[C@@H]1CN([C@H](C)CO)C(=O)Cc2cc(NS(=O)(=O)c3cccs3)ccc2O[C@H]1CN(C)C	-0.4
COCC(=O)Nc1ccc2c(c1)OC[C@@H](C)N(Cc1cc(-c3ccccc3)on1)C[C@@H](C)[C@H](OC)CN(C)C2=O	0.4
C[C@H]1CN([C@@H](C)CO)C(=O)c2cccc(NS(=O)(=O)c3ccc(F)cc3)c2O[C@@H]1CN(C)S(=O)(=O)c1ccc(Cl)cc1	-1.2
O=C(N[C@H]1CC[C@@H](CCn2cc(C3(O)CCCC3)nn2)O[C@@H]1CO)C1CCCC1	-0.4
C[C@@H]1CCCCO[C@@H](CN(C)C(=O)Nc2ccc(F)cc2)[C@@H](C)CN([C@H](C)CO)C(=O)c2cc(NC(=O)Nc3cccc4ccccc34)ccc2O1	-1.0
Cc1ccc(S(=O)(=O)Nc2ccc3c(c2)C(=O)N([C@@H](C)CO)C[C@H](C)[C@@H](CN(C)S(=O)(=O)c2ccccc2)OCCCC[C@H](C)O3)cc1	0.5
CCC(=O)N(C)C[C@H]1Oc2cc(C3=CCCC3)ccc2S(=O)(=O)N([C@@H](C)CO)C[C@H]1C	-6.3
C[C@@H]1CCCCO[C@H](CN(C)S(=O)(=O)c2ccc(F)cc2)[C@@H](C)CN([C@H](C)CO)C(=O)c2cc(NC(=O)c3ccncc3)ccc2O1	0.3
CC(C)NC(=O)Nc1ccc2c(c1)C(=O)N([C@H](C)CO)C[C@H](C)[C@@H](CN(C)S(=O)(=O)c1cccs1)OCCCC[C@@H](C)O2	-1.5
CCCCCn1c(C)c(CC(=O)Nc2ccc(Oc3cccnc3)c(C)c2)c2ccccc21	0.5
O=C(NCC[C@H]1CC[C@H](NS(=O)(=O)c2ccc(F)cc2)[C@@H](CO)O1)Nc1ccc(Cl)cc1	-0.1
CC(=O)N1[C@H](CO)[C@@H]2c3ccccc3N(C(=O)Nc3cc(F)ccc3F)C[C@@H]21	-0.2
CS(=O)(=O)N1CC(=O)N2[C@H](C1)[C@@H](c1ccc(C#Cc3ccccc3)cc1)[C@@H]2CO	0.4
C[C@H](O)[C@@H]1C(=O)N2CCc3c([nH]c4cccc(-c5ccccc5)c34)[C@@H]2C[C@@H]1N(C)CC1CCCCC1	2.0
C[C@@H]1CCCCO[C@@H](CN(C)Cc2ccc(C(=O)O)cc2)[C@H](C)CN([C@@H](C)CO)C(=O)c2cc(NC(=O)c3ccncc3)ccc2O1	0.6
CO[C@@H]1CN(C)C(=O)c2cc(NS(=O)(=O)c3ccccc3)ccc2OC[C@@H](C)N(Cc2ccccn2)C[C@H]1C	1.0
COCC(=O)Nc1ccc2c(c1)OC[C@@H](C)N(C(=O)NC(C)C)C[C@@H](C)[C@@H](OC)CN(C)C2=O	-1.4
CCCNC(=O)Nc1ccc2c(c1)C(=O)N(C)C[C@@H](OC)[C@@H](C)CN(Cc1cccnc1)[C@H](C)CO2	0.5
C/C=C/c1ccccc1[C@H]1[C@@H](C#N)N(c2nc(CC)cs2)[C@@H]1CO	-2.9
CC(C)NC(=O)Nc1ccc2c(c1)CC(=O)N([C@@H](C)CO)C[C@H](C)[C@H](CN(C)Cc1ccc(C(=O)Nc3ccccc3N)cc1)O2	-1.0
C[C@H]1CN([C@@H](C)CO)S(=O)(=O)c2ccc(-c3ccc(F)cc3)cc2O[C@@H]1CN(C)C	-0.1
CC(C)NC(=O)Nc1ccc2c(c1)C(=O)N([C@H](C)CO)C[C@@H](C)[C@H](CN(C)Cc1ccncc1)OCCCC[C@@H](C)O2	0.8
O=C(C[C@H]1C[C@H]2c3cc(NC(=O)Nc4ccccc4)ccc3O[C@H]2[C@@H](CO)O1)NCc1ccccn1	0.9
Cc1cccc(-c2ccc([C@@H]3[C@@H](CO)N4CCCCN(S(=O)(=O)c5cccs5)C[C@H]34)cc2)c1	-0.6
COc1ccc(S(=O)(=O)N(C)C[C@@H]2Oc3c(NC(=O)C4CCCCC4)cccc3C(=O)N([C@H](C)CO)C[C@H]2C)cc1	1.3
O=C(CC1CC1)Nc1ccc2c(c1)[C@@H]1C[C@@H](CC(=O)NC3CCCCC3)O[C@H](CO)[C@@H]1O2	-0.9
C[C@@H]1CN([C@@H](C)CO)C(=O)c2cc(NC(=O)Cn3cnnn3)ccc2O[C@@H]1CN(C)CC1CC1	-0.4
COCC(=O)N1CC(=O)N2[C@H](C1)[C@H](c1ccc(-c3ccccc3)cc1)[C@@H]2CO	0.7
C[C@@H]1CN([C@@H](C)CO)C(=O)c2cc(C#Cc3ccncc3)cnc2O[C@@H]1CN(C)S(=O)(=O)c1ccccc1F	-0.2
CNC[C@H]1Oc2ccc(NS(=O)(=O)c3ccc(F)cc3)cc2CC(=O)N([C@H](C)CO)C[C@@H]1C	-0.8
C[C@@H]1CN([C@@H](C)CO)C(=O)c2cc(NC(=O)c3ccncc3)ccc2O[C@H]1CN(C)Cc1ccc(Oc2ccccc2)cc1	-1.4
COCC#Cc1cnc2c(c1)C(=O)N([C@@H](C)CO)C[C@@H](C)[C@H](CN(C)C(=O)c1ccc(F)cc1)O2	0.5
O=C(C[C@H]1C[C@@H]2c3cc(NC(=O)C4CCC4)ccc3O[C@@H]2[C@H](CO)O1)NCc1ccncc1	-1.1
CCC(=O)N(C)C[C@H]1Oc2ncc(C#Cc3ccc(OC)cc3)cc2C(=O)N([C@H](C)CO)C[C@H]1C	2.2
O=S(=O)(c1ccc(F)cc1)N1CCCCN2[C@H](C1)[C@@H](c1ccc(-c3ccccc3F)cc1)[C@@H]2CO	0.0
C[C@@H]1CN([C@H](C)CO)C(=O)Cc2cc(NC(=O)CCC(F)(F)F)ccc2O[C@H]1CN(C)S(=O)(=O)c1ccc(Cl)cc1	0.8
The list goes on:
SMILES	TcdB GH inh
C[C@@H]1CCCCO[C@@H](CN(C)CC2CCCCC2)[C@H](C)CN([C@H](C)CO)C(=O)c2cc(NC(=O)CCCCCC(=O)Nc3ccccc3N)ccc2O1	0.8
COc1cccc(NC(=O)N2CC(=O)N3[C@H](CO)[C@H](c4ccc(C#CCC5CCCC5)cc4)[C@H]3C2)c1	-0.8
CC(C)CC#Cc1cnc2c(c1)C(=O)N([C@@H](C)CO)C[C@@H](C)[C@@H](CN(C)C(=O)CC1CC1)O2	0.6
Cc1noc(C)c1NC(=O)NCC[C@@H]1CC[C@@H](NC(=O)Nc2cccc(Cl)c2)[C@@H](CO)O1	-0.3
CCC(=O)N[C@@H]1CC[C@@H](CCNS(=O)(=O)c2ccc(Cl)cc2)O[C@@H]1CO	-0.2
C[C@@H]1CN([C@@H](C)CO)C(=O)c2cc(NS(=O)(=O)c3cn(C)cn3)ccc2O[C@@H]1CN(C)Cc1ccc(C(=O)O)cc1	0.2
C[C@@H]1CCCCO[C@@H](CN(C)C(=O)Nc2ccc3c(c2)OCO3)[C@H](C)CN([C@@H](C)CO)C(=O)c2cc(NC(=O)C3CCCCC3)ccc2O1	-0.9
C[C@H](CO)N1C[C@H](C)[C@@H](CN(C)C(=O)C2CCCCC2)Oc2cc(C#CCN(C)C)ccc2S1(=O)=O	1.1
COc1ccc(S(=O)(=O)N(C)C[C@H]2OCCCC[C@@H](C)Oc3ccc(NC(=O)CCCN(C)C)cc3C(=O)N([C@@H](C)CO)C[C@@H]2C)cc1	-0.1
Cc1noc(C)c1NC(=O)Nc1ccc2c(c1)C(=O)N([C@H](C)CO)C[C@@H](C)[C@H](CN(C)Cc1ccccc1)O2	-0.4
C[C@@H](O)C#Cc1ccc2c(c1)O[C@H](CN(C)Cc1cccnc1)[C@@H](C)CN([C@@H](C)CO)S2(=O)=O	0.6
C[C@@H]1CCCCO[C@H](CN(C)C(=O)NC2CCCCC2)[C@@H](C)CN([C@H](C)CO)C(=O)c2cc(NC(=O)CCCCCC(=O)Nc3ccccc3N)ccc2O1	-1.3

The list is partial; rates above refer to the full screens.
